MT1-MMP txn act: MT1-MMP promoter reporter activation – cell-based, luciferase luminescence, primary screen | HT1080 MT1-MMP promoter luciferase reporter, overnight; stronger effect = higher value | actives 0.16% (n = 86,000) | activation factor at 10 µM;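 active = activation factor of at least 2 for MT1-MMP transcription at 10 µM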
Ecoli WT expand: growth inhibitors of wild-type E. coli, primary screen, strain BW25113, expanded library, OD600; OD600 absorbance; growth inhibition, % at 100 µM; actives 0.15% (n = 98,000); AID 710, 2007;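 active = growth inhibition above about 50% at one test dose, limit read from the data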;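 note: growth measured after 20 h incubation at 37 °C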
CD11b adhes inh: inhibitors of CD11b/CD18 adhesion to fibrinogen, primary screen, K562 cells, luminescence. inhibition, % at 10 µM. Integrin beta-2 (Homo sapiens) + Integrin alpha-M (Homo sapiens), P05107+P11215. actives 0.54% (n = 93,000). ATPlite luminescence; Mn2+ added to activate the integrin;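 active = primary inhibition of 50% or more at 10 µM, then 40% or more on retest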; note: some results filed as inactive read as strong as hits
ERb SRC1 inh: inhibitors of ERβ-SRC1 coactivator interaction, primary screen, biochemical, TR-FRET, ERβ LBD, SRC-1 peptide. Estrogen receptor beta (Homo sapiens), Q92731. actives 1.3% (n = 86,000). AID 633, 2007. inhibition, % at 25.6 µM. TR-FRET ER-beta LBD / SRC1-Cy5 peptide binding; receptor agonist-loaded with 1 µM estradiol;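 active = compounds whose percent inhibition of the receptor-coactivator binding signal exceeds about 50% in the single-dose screen, limit read from the data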;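 note: 0% = receptor plus peptide wells without compound and 100% = peptide-only wells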
PLAP act: PLAP enzyme activators, biochemical, luminescence, HTS | activation fold at 20 µM | Alkaline phosphatase, placental type (Homo sapiens), P05187 | actives 1.2% (n = 96,000) | purified PLAP enzyme, luminescent substrate read-out; stronger effect = higher value; in the data active = activation fold above about 2
Target sequence (P05187 whole entry, looked up): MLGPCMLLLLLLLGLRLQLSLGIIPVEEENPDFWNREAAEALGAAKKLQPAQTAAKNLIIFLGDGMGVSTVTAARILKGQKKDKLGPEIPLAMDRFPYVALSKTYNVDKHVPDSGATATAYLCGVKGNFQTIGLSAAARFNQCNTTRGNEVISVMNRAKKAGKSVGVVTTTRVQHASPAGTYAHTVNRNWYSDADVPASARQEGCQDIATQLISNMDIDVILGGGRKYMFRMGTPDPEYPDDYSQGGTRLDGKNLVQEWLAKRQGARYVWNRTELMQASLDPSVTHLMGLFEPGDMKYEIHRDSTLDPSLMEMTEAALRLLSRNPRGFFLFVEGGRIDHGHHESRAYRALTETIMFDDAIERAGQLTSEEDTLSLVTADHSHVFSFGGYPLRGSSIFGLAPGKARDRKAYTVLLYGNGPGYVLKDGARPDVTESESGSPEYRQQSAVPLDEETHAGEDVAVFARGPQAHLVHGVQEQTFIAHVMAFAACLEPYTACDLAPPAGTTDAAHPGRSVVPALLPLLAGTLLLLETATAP
ERa coact pot: enhancers of ERα–SRC-1 coactivator binding, primary screen, biochemical, TR-FRET, ERα LBD, low estradiol. TR-FRET ERalpha-LBD/SRC-Cy5 coactivator binding, 2 h; 100 = basal binding, no effect. actives 1.3% (n = 86,000). coactivator binding (% of control), % at 25.6 µM. AID 639, 2007; in the data active = activity above about 200%;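 note: binding measured in presence of low estradiol as agonist stimulus; 0% = peptide alone without receptor and 100% = receptor with peptide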
FAK inh: FAK kinase inhibitors, primary screen, biochemical; biochemical FAK kinase activity assay; inhibition, %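 (tested at 7 µM)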; actives 0.84% (n = 97,000); AID 727, 2007; in the data active = inhibition above about 19%;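 note: 0% = DMSO and 100% = reference compound high control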
ERa coact inh: ERα–SRC-1 coactivator interaction inhibitors, primary screen, biochemical, TR-FRET, ERα LBD, estradiol-bound | Estrogen receptor (Homo sapiens), P03372 | TR-FRET ER-alpha LBD / SRC-1 peptide | inhibition, % at 25.6 µM | actives 1.7% (n = 86,000); in the data active = inhibition above about 50%;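 note: 0% = receptor plus peptide control and 100% = peptide only without receptor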
Mac1 fbg enh: enhancers of CD11b/CD18 adhesion to fibrinogen, primary screen, K562 cells, luminescence. Integrin beta-2 (Homo sapiens) + Integrin alpha-M (Homo sapiens), P05107+P11215. ATPlite luminescence. activation, % at 10 µM. actives 0.07% (n = 93,000). AID 1499, 2009;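 active = 10 µM primary screen giving 50% or more activity, confirmed by 40% or more on retest at that dose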; note: strong numbers were not always called active; reference of the scale not given here
* hit, by the source's call; · = not tested or not shown; [ ] = remark or other dose.

Below each compound – MT1-MMP txn act	Ecoli WT expand	CD11b adhes inh	ERb SRC1 inh	PLAP act	ERa coact pot	FAK inh	ERa coact inh	Mac1 fbg enh
- CCCOc1ccc(C(=O)NCCO)cc1
    1.1	2.0	-9.4	-2.0	0.7	108.5	1.1	-3.5	4.5
- OC12CCCCC1C(c1ccc3c(c1)OCO3)N(Cc1ccc(F)cc1)CC2 (stereo unspecified)
    1.2	7.0	6.2	-0.1[fluorescence artefact?]	1.5	105.8	-1.5	-0.3[fluorescence artefact?]	-2.9
- O=S(=O)(c1ccc(S(=O)(=O)N2CCCC3(CCCCC3)C2)cc1)N1CCCCC1
    1.2	2.0	-2.1	-10.8	1	131.3	-7.2	-1.2	1.4
- CCOc1ccc(S(=O)(=O)N(CCO)CCO)cc1-c1nc2c(C(C)(C)C)nn(C)c2c(=O)[nH]1
    1.2	-20.0	-2.3	-3.5	1.4	115.5	1.3	-4.2	-4.1
- O=C(CN1CCOCC1)NCC12CC3CC(CC(C3)C1)C2
    1.7	-2.0	1.7	-10.5	1	98.3	-3.7	-4.6	-2.8
- O=c1c2ccccc2[nH]c(=S)n1CCN1CCN(Cc2ccccc2)CC1
    1	4.0	·	-11.2	1.3	87.2	-1.3	-19.6	·
- CC(=O)c1cccc(NC(=O)NCc2cccnc2)c1
    1.1	12.0	-3.4	-4.2	1	129.3	0.4	3.1	4.9
- O=C(CSc1nnc(-c2cccs2)n1-c1ccccc1)NCc1ccc2c(c1)OCO2
    1	-10.0	-6.7	-1.6	1.1	119.8	0.4	2.1	0.3
- Cc1cc(C)n(-c2nc3sc4c(c3c3nnc(SCC(N)=O)n23)CC(C)(C)OC4)n1
    1	-10.0	·	3.1	·	106.5	1.0	-1.2	·
- COc1ccc2c(c1)CCCC21NC(=O)NC1=O (stereo unspecified)
    1.2	7.0	4.0	6.2	0.9	116.0	5.8	-6.7	-2.3
- Cn1c(SCC(=O)NCc2ccc3c(c2)OCO3)nnc1-c1cc2ccccc2cc1O
    1.1	-2.0	·	33.1[fluorescence artefact?]	1	95.7	0.1	16.9[fluorescence artefact?]	·
- COc1cc2c(cc1NC(=O)C(C)N1CCN(S(=O)(=O)c3ccc(C)c(C)c3)CC1)oc1ccccc12 (stereo unspecified)
    ·	-2.0	-14.8	·	1.3	·	0.9	·	14.6
- CCN(CC)c1ccc(/C=N/N2CCOCC2)cc1
    ·	7.0	-21.2	·	0.8	·	-1.2	·	-0.3
- COc1ccc(-c2nnc(SCc3cccc(C#N)c3)o2)cc1
    1.1	-3.0	0.4	-4.7[fluorescence artefact?]	0.9	128.6	1.6	-1.6	-5.4
- O=C(Nc1nccs1)C(NS(=O)(=O)c1ccc(Br)s1)c1ccccc1 (stereo unspecified)
    ·	-4.0	0.2	-3.3	1.5	89.5	-0.7	-7.8	-3.4
- COCCNC(=O)c1ccc(NS(=O)(=O)c2cc(C)ccc2C)cc1
    1.2	8.0	-5.5	-28.8	1.1	97.9	1.1	-22.2	-3.8
- CCOC(=O)N1CCN(C(=O)Cc2cccs2)CC1
    1.1	-2.0	1.7	5.7	1	100.7	1.4	1.6	-2.1
- CCOc1cc(/C=N/N=C(\N)c2nonc2N)cc(Br)c1OCc1cccc2ccccc12
    1.2	-10.0	-10.3	-0.8[fluorescence artefact?]	0.8	78.7[fluorescence artefact?]	1.0	17.2	-1.0
- Cc1cc(C)cc(NC(=O)CN(C)S(=O)(=O)c2cnc[nH]2)c1
    1.1	-7.0	·	1.7	·	119.0	-0.1	-2.7	·
- COc1ccc(-c2noc(CCC(=O)N3CCN(c4cc(C)ccc4C)CC3)n2)cc1
    ·	-4.0	-5.5	-3.2	1.8	94.4	8.6	-5.2	-3.9
- COc1ccc2c(c1)c(CC(=O)Nc1ccc(C)cc1)c(C)n2C(=O)c1ccc(Cl)cc1
    ·	-7.0	5.1	·	1.4	·	1.4	·	-3.2
- CCOC(=O)CCN(Cc1sccc1C)S(=O)(=O)c1ccc(F)cc1
    1.1	-12.0	-2.2	2.5	1.2	95.6	-2.9	-4.8	0.0
- CSc1nc(N2CCCC2)c2c(c1C#N)CC(C)(C)OC2
    1	1.0	-1.5	-4.8	1.2	126.6[fluorescence artefact?]	-0.5	0.1	-0.8
- CCCn1c(=N)c(C(=O)NCC2CCCO2)cc2c(=O)n3cccc(C)c3nc21 (stereo unspecified)
    1	2.0	6.8	-6.2	1.8	141.8[fluorescence artefact?]	5.6	-3.6	-0.3
- COc1ccccc1/C=C/C(=O)N1CCOCC1
    1.2	2.0	-40.5	-5.1	0.8	106.6	-2.3	-2.1	-0.8
- CC(O)C(=O)N/N=C/c1cccc(Cl)c1Cl (stereo unspecified)
    ·	5.0	-2.9	·	1.1	·	-2.4	·	5.5
- CC1(C)COC(c2cccn2Cc2ccc(F)cc2Cl)=N1
    1	8.0	-6.3	19.5[fluorescence artefact?]	1	81.7	-1.1	15.9	-2.8
- CCN1CCN(Cc2nc3c(c(=O)n(C)c(=O)n3C)n2CC(=O)c2ccccc2)CC1
    1.2	16.0	4.1	4.7[fluorescence artefact?]	1.3	93.0	-2.4	10.6	-1.6
- N=C1C(c2nc3ccccc3c(=O)[nH]2)=C(O)CN1c1ccccc1
    ·	-1.0	19.6	·	2.2*	·	2.1	·	-3.7
- COc1ccc(S(=O)(=O)N(C)CC(=O)N2CCN(c3ccc(F)cc3)CC2)cc1OC
    1.3	3.0	0.0	9.1	1.8	81.6	2.3	5.8	-3.0

Other structures
Below each compound – MT1-MMP txn act	Ecoli WT expand	CD11b adhes inh	ERb SRC1 inh	PLAP act	ERa coact pot	FAK inh	ERa coact inh	Mac1 fbg enh
- CCOCCN(C=O)c1cccc(OC)c1
    0.9	8.0	29.1	-11.8	1	124.1	-0.6	-5.3	0.6
- CC1=C(C(=O)N2CCOCC2)C(c2cccs2)NC(=O)N1 (stereo unspecified)
    1.1	3.0	-3.2	4.9	1	116.8	-0.9	-1.2	-4.4
- O=C(C1CC(c2ccccc2O)=NO1)N1CCc2ccccc2C1 (stereo unspecified)
    1.8	2.0	0.2	4.4[fluorescence artefact?]	1.2	115.2	1.8	7.3[fluorescence artefact?]	3.2
- Cc1ccc(-n2ncc3c(=O)[nH]c(SCC(=O)N4CCCc5ccccc54)nc32)cc1
    1.1	-11.0	-27.4	10.7	1.2	114.7	5.9	11.7	5.1
- CSc1ccccc1NC(=O)CN(Cc1ccccc1)S(C)(=O)=O
    1.2	10.0	-3.2	-11.2	1	114.1	-4.5	-2.5	1.2
- O=C(Nc1nnc(-c2ccc3c(c2)CCCC3)o1)C1CCCCC1
    1.3	-7.0	-6.6	-2.0[fluorescence artefact?]	1.4	116.2	3.2	5.6[fluorescence artefact?]	57.4
- CCOC(=O)C1=C(CC)Nc2ccccc2N=C1NC(=O)Nc1ccccc1OC
    1	-3.0	-0.5	·	1	·	-3.4	·	0.9
- CCOc1ccc2nc(NC(=O)CN3CCN(c4ccccn4)CC3)sc2c1
    1.1	-3.0	6.1	25.2[fluorescence artefact?]	1.2	64.9[fluorescence artefact?]	1.0	6.7	-4.2
- COc1ccccc1OCCNC(=O)c1cccs1
    1.2	3.0	2.6	2.5	0.9	87.5	0.0	3.8	-4.5
- CCN(Cc1ccccc1)C(c1ccc(C)cc1)c1nnnn1C(C)(C)CC (stereo unspecified)
    1.1	-9.0	-4.8	4.3	0.9	85.4	-3.0	-8.4	-3.4
- CCCc1cc(N2CCCC(C(=O)NCC)C2)n2ncnc2n1 (stereo unspecified)
    1.2	-4.0	-12.4	-23.3	0.8	100.8	3.0	-15.3	-2.3
- COC(=O)C1CCN(C(=O)NC(C)(C)C)CC1
    1.1	-2.0	-1.9	-0.6	0.9	103.5	1.5	1.5	0.6
- COn1c(=O)c(=O)n(O)c2ccccc21
    1.1	-3.0	10.1	9.5	1	77.2	-5.8	18.7	-0.3
- Cc1cc(C)cc(N(C(C)C(=O)NC2CCCC2)S(C)(=O)=O)c1 (stereo unspecified)
    1.1	-7.0	-5.4	-8.4	1.1	109.0	-1.0	-0.8	-0.8
- Cc1ccc(C)c(Cn2nnc3c(=O)[nH]c(C(=O)NCc4ccco4)nc32)c1
    1.1	3.0	32.0	9.4	1.5	90.6	·	3.9[fluorescence artefact?]	0.3
- O=C(c1ccco1)N1CCN(C(c2ccccc2F)c2nnnn2CC2CCCO2)CC1 (stereo unspecified)
    1.2	3.0	-12.1	-2.5	1.6	108.8	1.1	0.7	4.1
- CC(C)c1ccc(NC(=O)CCNS(=O)(=O)c2cccc3nsnc23)cc1
    1.2	4.0	-3.0	11.2	0.8	102.6	1.2	-0.2	-1.1
- Cn1c(=O)n(-c2ccc(Cl)cc2)c(=O)c2c3c(sc21)COC(C)(C)C3
    1	-1.0	·	-5.9	1	95.7[fluorescence artefact?]	2.4	-0.4	·
- NC(=O)CSc1nc2scc(-c3ccco3)c2c(=O)n1-c1ccccc1
    1	-3.0	2.5	39.1	1.2	85.8	0.9	39.0	0.5

6 compounds from above, sorted by SMILES length, ascending:
Below each compound – MT1-MMP txn act	Ecoli WT expand	CD11b adhes inh	ERb SRC1 inh	PLAP act	ERa coact pot	FAK inh	ERa coact inh	Mac1 fbg enh
- COC(=O)C1CCN(C(=O)NC(C)(C)C)CC1
    1.1	-2.0	-1.9	-0.6	0.9	103.5	1.5	1.5	0.6
- O=C(C1CC(c2ccccc2O)=NO1)N1CCc2ccccc2C1 (stereo unspecified)
    1.8	2.0	0.2	4.4[fluorescence artefact?]	1.2	115.2	1.8	7.3[fluorescence artefact?]	3.2
- CSc1ccccc1NC(=O)CN(Cc1ccccc1)S(C)(=O)=O
    1.2	10.0	-3.2	-11.2	1	114.1	-4.5	-2.5	1.2
- Cc1cc(C)cc(N(C(C)C(=O)NC2CCCC2)S(C)(=O)=O)c1 (stereo unspecified)
    1.1	-7.0	-5.4	-8.4	1.1	109.0	-1.0	-0.8	-0.8
- CC(C)c1ccc(NC(=O)CCNS(=O)(=O)c2cccc3nsnc23)cc1
    1.2	4.0	-3.0	11.2	0.8	102.6	1.2	-0.2	-1.1
- Cn1c(=O)n(-c2ccc(Cl)cc2)c(=O)c2c3c(sc21)COC(C)(C)C3
    1	-1.0	·	-5.9	1	95.7[fluorescence artefact?]	2.4	-0.4	·

Screening data from PubChem.

Not a hit list; overall some 5.1% were active at least once.
